Cardiac RTF inh: cardiac RTF calcium sensitivity inhibitors, primary screen, biochemical, IANBD-TnC fluorescence, EC70 calcium | 0.12% of 340,000 active | Troponin I, cardiac muscle (Homo sapiens) + Troponin T, cardiac muscle (Homo sapiens) + … | inhibition, % at 7.15 µM | IANBD-labeled cardiac RTF, Ca2+ fluorescence | AID 493244, 2011;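 active means inhibition above the mean inhibition of all tested compounds plus 3 SD, cut at about 17% in these data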;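 further: assay run at fixed EC70 calcium of 1.6 mM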
Rtt109 Vps75: inhibitors of C. albicans Rtt109/Vps75 HAT, primary screen, biochemical, ThioGlo CoA-SH fluorescence, plate reader; purified Rtt109/Vps75, 4 h; inhibition, % at 34.9 µM; 0.16% of 330,000 active; AID 540336, 2011; Histone acetyltransferase RTT109 (Candida albicans (strain SC5314 / ATCC MYA-2876)), …;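 active means inhibition of at least 50% in every replicate; inconclusive means best replicate reaches 50% inhibition but some replicates fall short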
PfHsp90 yeast 2: growth inhibition of PfHsp90-expressing yeast, primary screen, antimalarial PfHsp90 inhibitor project, S. cerevisiae, BacTiter-Glo luminescence, single point, set 2. BacTiter-Glo ATP, 48 h; yeast lacking PDR1 and PDR3 efflux regulators. inhibition, % at 9.4 µM. 0.32% of 310,000 active;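 active means every replicate shows inhibition above about 80%, whatever the replicate mean, limit read from the data; inconclusive means mean inhibition reaches the set limit but some replicate falls short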;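 further: 0% = DMSO neutral controls and 100% = 20 µM radicicol positive controls; yeast relying on Plasmodium falciparum Hsp90 in place of its own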
NSD2 HMT inh: NSD2 histone methyltransferase inhibitors, primary screen, biochemical, AlphaScreen, single concentration, set 2 | Histone-lysine N-methyltransferase NSD2 (Homo sapiens), O96028 | NSD2 peptide methylation, 120 min | inhibition, % at 12.5 µM | 0.54% of 310,000 active | AID 743445, 2014; in the data active means inhibition above about 50%
dFosB act: activators of delta FosB homodimer, primary screen, biochemical, fluorescence polarization, TAMRA-CDK5 oligo, single point. Protein FosB (Mus musculus), P13346. activation, % at 25 µM. AID 493131, 2011. purified delta FosB; percent of positive-control signal above neutral wells. 0.99% of 340,000 active;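 active means mean activation above about 17%, with every replicate also reaching it, limit read from the data, passing the limit was not always enough; inconclusive means only one of the two conditions met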;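 further: fluorescence polarization rise as delta FosB binds a TAMRA Cdk5 AP-1 oligo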
Target sequence (P13346 whole entry, looked up): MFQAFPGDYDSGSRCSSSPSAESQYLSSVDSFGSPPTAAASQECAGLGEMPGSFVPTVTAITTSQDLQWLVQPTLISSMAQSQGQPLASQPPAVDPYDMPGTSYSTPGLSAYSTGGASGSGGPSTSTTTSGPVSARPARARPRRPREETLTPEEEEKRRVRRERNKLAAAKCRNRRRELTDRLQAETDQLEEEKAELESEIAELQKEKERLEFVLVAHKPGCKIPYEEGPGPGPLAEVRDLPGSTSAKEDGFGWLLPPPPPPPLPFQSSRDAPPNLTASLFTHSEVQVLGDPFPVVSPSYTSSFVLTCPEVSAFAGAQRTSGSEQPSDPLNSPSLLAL
Keap1-Nrf2 PPI: Keap1-Nrf2 protein-protein interaction inhibitors, primary screen, biochemical, fluorescence polarization, single point; AID 504523, 2011; Kelch-like ECH-associated protein 1 (Homo sapiens), Q14145; inhibition, % at 9.4 µM; 0.15% of 340,000 active; Keap1 Kelch-Nrf2 peptide fluorescence polarization, 1536-well; in the data active means inhibition above about 12%; inconclusive means no clear call, values can overlap the other calls; inactive means below about 7.3%;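 further: human Keap1 Kelch domain with fluorescein labeled Nrf2 9mer peptide probe; 0% = neutral control wells and 100% = peptide positive control; higher means more block of Keap1 binding to Nrf2 peptide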
PvdQ inh: P. aeruginosa PvdQ acylase inhibitors, primary screen, biochemical, fluorescence, plate reader and imaging, single point. 0.063% of 340,000 active. PvdQ acylase [Pseudomonas aeruginosa LESB58]. purified PvdQ acylase. inhibition, % at 10 µM; in the data active means inhibition above about 30%, passing the limit was not always enough; inconclusive means no clear call, values can overlap the other calls;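 further: 0% = vehicle neutral wells and 100% = reference inhibitor wells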
CDK5 p35 inh: inhibitors of human CDK5/p35 kinase, primary screen, biochemical, single concentration | inhibition, % at 10 µM | Recombinant CDK5/p35, ADP-Glo luminescence, 60 min | 0.01% of 330,000 active;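 active means highest replicate inhibition of at least 50% and at least 75% of replicates reaching 50%; inconclusive means only one of the two criteria met; inactive means both criteria failed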;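 further: plate controls were DMSO neutral control for no effect and GW8510 at 10 µM for full effect; many of its hits are not listed in these tables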
Target sequence (Q00535 whole entry, looked up): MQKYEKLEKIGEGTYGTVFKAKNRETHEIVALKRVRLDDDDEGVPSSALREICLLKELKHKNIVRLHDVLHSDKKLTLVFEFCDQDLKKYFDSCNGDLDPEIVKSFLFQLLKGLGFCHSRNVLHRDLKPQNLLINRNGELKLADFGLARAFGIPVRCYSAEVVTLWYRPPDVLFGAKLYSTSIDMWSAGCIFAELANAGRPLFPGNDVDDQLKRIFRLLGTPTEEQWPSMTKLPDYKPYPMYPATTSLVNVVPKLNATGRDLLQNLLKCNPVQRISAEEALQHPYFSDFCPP
Target sequence (Q15078 whole entry, looked up): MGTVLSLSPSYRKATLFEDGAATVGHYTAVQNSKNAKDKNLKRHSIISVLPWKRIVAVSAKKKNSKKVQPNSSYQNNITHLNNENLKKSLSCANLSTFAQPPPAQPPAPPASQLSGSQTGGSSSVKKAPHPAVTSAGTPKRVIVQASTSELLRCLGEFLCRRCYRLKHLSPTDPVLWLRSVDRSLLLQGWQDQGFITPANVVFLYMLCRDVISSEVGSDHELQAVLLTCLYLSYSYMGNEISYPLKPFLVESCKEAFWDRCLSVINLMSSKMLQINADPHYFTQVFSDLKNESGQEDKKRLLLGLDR
Mot1-301 SUMO: yeast Mot1-301 growth rescue at high temperature, primary screen, SUMOylation pathway inhibitor project, S. cerevisiae, ATP luminescence, 38.5C. growth rescue, % at 18.8 µM. 1% of 320,000 active. S. cerevisiae Mot1-301 growth rescue; percent above DMSO median, 100 means doubled;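 active means every valid replicate shows activation above 250% relative to neutral control wells; inactive means the rest, any valid replicate at or below 250%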;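 further: OY570 slx delta 5 strain wells were the positive control but not used for scaling; some compounds called inactive have numbers as strong as hits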
LANA DNA inh: inhibitors of KSHV C-LANA binding to DNA, primary screen, biochemical, fluorescence polarization, FAM-LBS DNA, MBP-C-LANA, single point; inhibition, % at 9 µM; AID 504423, 2011; 0.078% of 340,000 active; Kaposi's sarcoma herpesvirus LANA C-terminal domain (residues 932-1162) DNA binding;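 active means highest replicate inhibition at or above 60% at 9 µM, even if other replicates fall short; inactive means all replicates below 60% inhibition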;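 further: 0% = neutral control wells and 100% = 4 µM acridine orange control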
RTF Ca sens act: cardiac RTF calcium sensitivity activators, primary screen, biochemical, IANBD-TnC fluorescence, EC20 calcium; Troponin I, cardiac muscle (Homo sapiens) + Troponin T, cardiac muscle (Homo sapiens) + …; IANBD-labeled TnC RTF fluorescence at EC20 calcium; 0% EC20 calcium, 100% full calcium; activation, % at 7.2 µM; 0.24% of 340,000 active; AID 493008, 2010;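 active means activation above the mean over all tested compounds plus 3 SD, cut at about 30% in these data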;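 further: rise in fluorescence read as greater calcium sensitivity of cardiac thin filaments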
An asterisk follows results filed as active; ? = inconclusive; / = not tested or not shown.

SMILES	Cardiac RTF inh	Rtt109 Vps75	PfHsp90 yeast 2	NSD2 HMT inh	dFosB act	Keap1-Nrf2 PPI	PvdQ inh	CDK5 p35 inh	Mot1-301 SUMO	LANA DNA inh	RTF Ca sens act
Cc1n(CC(O)COC2CCCCC2)c2ccccc2[n+]1C (centres undefined)	-14	-2	-1	1	-7	-6	-11	0.5	-2	0.4	9
O=C(COC(=O)CCCN=C1NS(=O)(=O)c2ccccc21)NNC(=O)c1ccccc1	-18	7	/	12	-11	-2	-13	-2.1	-14	2.3	2
COc1cccc(/C=C/C(=O)OCC(=O)Nc2ccc(Cl)c(S(=O)(=O)N(C)C)c2)c1OC	-2	-5	1	-3	-9	1	7	0.8	6	-2.4	-3
Cn1c(=O)cc(OCC(=O)NC2CCCCC2)c2ccccc21	0	-9	15	1	0	-6	0	1.0	/	0.9	0
CCc1cccc2c(=O)c(C(=O)N3CCCCCC3)c[nH]c12	-17	/	-22	/	-5	-4	-24	1.8	72	0.7	6
Nc1nc(Sc2c([N+](=O)[O-])cc(C(F)(F)F)cc2[N+](=O)[O-])n[nH]1	1	7	-2	16	5	1	-11	0.2	6	0.4	-4
CC[C@]12c3[nH]c4ccc(Cl)cc4c3CCN1C(=O)[C@@H](CC(=O)NCC13CC4CC(CC(C4)C1)C3)C[C@@H]2C(=O)N1CCN(C(=O)C2CC2)CC1	-4	-4	-7	/	-1	-2	2	0.3	/	0.5	-7
Cc1cc(C)c(S(C)(=O)=O)c(Oc2ccc(C(C)(C)C)cc2)n1	2	-5	-2	0	-3	-2	-12	-2.0	2	-0.8	2
COc1ccc(CNC(=O)C2CC(=O)N(C3CCCCC3)C2)cc1 (centres undefined)	-10	-3	10	/	-8	-8	-9	1.8	-10	-1.0	-1
COc1ccc(C(CNC(=O)CNC(=O)c2cc(OC)c(OC)c(OC)c2)N2CCOCC2)cc1 (centres undefined)	-7	-1	/	-1	1	-1	-14	-2.6	/	-0.9	-1
O=c1nc2ccccn2c2ccc(S(=O)(=O)N3CCCCC3)cc12	3	-14	-5	1	-1	1	-4	1.1	153	0.8	-7
NC(=O)NC(c1ccccc1)c1ccccc1F (centres undefined)	-4	2	/	-4	-2	4	-9	-3.7	-4	-1.6	2
COC(=O)c1oc2nc(C)cc(C)c2c1N	-3	-8	-3	0	3	3	-8	-0.8	-4	-1.0	1
Cc1ccccc1NS(=O)(=O)c1ccc(C(=O)NCC2CCCO2)cc1 (centres undefined)	-3	0	/	1	-2	-1	-7	0.8	263	-1.1	7
Cc1cc(C)cc(NC(=S)Nc2cccc3ccccc23)c1	-7	2	21	2	-10	2	-12	2.4	-6	0.6	1
Cc1[nH][nH]c(=O)c1C=NCc1cccc(C(F)(F)F)c1	0	-11	/	0	2	-6	-12	1.3	2	0.6	-3
C=CCOC(=O)CCCCCCCC	-5	6	0	/	5	-5	-19	0.3	237	-0.5	-4
Cc1nnc(N(Cc2ccco2)C(=O)c2cccc(C#N)c2)s1	-3	-13	12	-5	0	1	-14	0.1	-17	0.5	-2
O=C(CSc1nnc(C2CC2)n1C1CC1)c1ccccc1F	-2	1	16	-2	-3	-5	-13	-1.4	10	-1.1	2
COc1ccc(/C=N/Nc2ncnc(Cl)c2N)cc1OC	-4	7	20	0	2	-2	-8	1.5	-7	-0.4	-1
Cc1cc2occ(CC(=O)N(C)CC(=O)Nc3ccc(F)cc3)c2cc1C	-7	15	/	-2	-11	-6	5	-0.4	5	0.3	-2
CC(C)NC(=O)Cn1c(SCC(=O)N2CCCc3ccccc32)nc2ccccc21	-4	4	13	-4	-9	2	-7	1.3	1	-0.8	1
COc1ccc(-n2nc(C(=O)NCC(=O)N3CCCC(C)C3)c3ccccc3c2=O)cc1 (centres undefined)	4	-2	9	47	-15	-3	8	-0.2	16	3.6	-4
Cc1cccc(CCN2C(Nc3ccccc3)=NC[C@@H]2C)c1	-11	0	-14	/	-4	-7	5	1.6	-21	4.5	-3
CCOc1ccc(N(Cc2ccccc2F)C2=NC3CS(=O)(=O)CC3S2)cc1 (centres undefined)	1	6	18	/	0	-3	-3	1.9	-2	1.4	2
COc1ccc(Br)cc1C(=O)Nc1ccc(O)cc1	-4	8	-3	1	-1	-1	1	9.4	3	1.2	2
CCc1ccccc1NC(=O)CC1CS(=O)(=O)CC1CC(=O)Nc1ccccc1CC (centres undefined)	-16	0	11	5	1	-8	-26	-4.1	67	-0.3	0
COC(=O)c1ccc(OCc2nc(N)nc(N3CCOCC3)n2)cc1	1	6	-13	0	-4	4	-4	0.1	2	-0.3	2
CCOC(=O)c1nnc(-c2ccccc2)nc1Sc1ccccc1Cl	-8	-4	/	1	-3	0	-10	2.7	5	-2.8	1
Cc1cc(C(=O)COc2ccc(F)cc2Br)c(C)n1C1CC1	-8	-7	-66	/	-6	1	-10	0.5	/	-0.1	-10
CC(=O)N(Cc1ccccc1)c1ccc(C(=O)O)cc1	-3	-19	10	1	-4	-4	6	-1.3	86	0.8	-3
COc1cc(CC(=O)O)c([N+](=O)[O-])cc1OC	-4	17	0	-2	-1	0	7	1.2	-5	1.0	-1
CCN(CC)CCn1c2c(c(SCC(=O)Nc3cc(OC)cc(OC)c3)nc1=O)CCC2	-10	15	/	6	-10	4	6	0.8	-22	-0.1	-3
OCCN1CCSC1=S	0	-44	/	-2	4	-9	-9	0.2	/	-0.2	-2
CCOC(=O)c1c(-c2cccc(N)c2)cn2ccccc12	1	2	-9	1	0	1	3	-0.4	0	-0.7	-2
N=C1SCC(=O)N1c1ccccc1Cl	2	-5	-17	0	4	0	7	1.9	32	0.7	1
Cc1cc(NC(=O)c2cccc([N+](=O)[O-])c2)no1	-1	-1	-8	-4	14	1	28	-0.4	-15	1.2	3
CCOc1ncccc1C(=O)NCc1cccc(OC)c1	1	3	4	-2	-6	1	-12	-0.6	4	0.8	7
Cc1ccc(NC(=O)c2snc3ccc(Cl)cc23)cc1C	-10	-2	-10	-2	5	-4	-9	0.9	4	-0.3	-5
Cc1ccc(NC(=O)CSCC(=O)Nc2nnc(C3CC3)s2)cc1	-6	2	/	0	1	-4	-8	1.8	4	0.8	-6
Cc1cc(C)nc(Nc2ccc(O)cc2)n1	-4	-5	-33	0	5	-1	-20	2.4	0	-2.8	2
CCOc1ccc(S(=O)(=O)N2CCN(C(=O)Cc3ccc(S(=O)(=O)N4CCOCC4)s3)CC2)cc1	-1	9	-1	14	-9	-21	9	1.1	-17	6.3	0
COC(=O)c1ccc(C2/C(=C(\O)c3ccc(OC)c(C)c3)C(=O)C(=O)N2c2cc(C)on2)cc1 (centres undefined)	1	35	-87	-4	-12	-2	9	-1.0	-14	-0.4	-2
Cc1ccc(NC(=O)C(=O)N2CCCC2)cc1Cl	-3	/	32	1	1	0	-17	-1.6	17	-0.7	-6
CCN(CC)C(=O)[C@H]1CC(CC(=O)NCc2cccc(C(F)(F)F)c2)C(=O)N2CCc3c([nH]c4ccccc34)[C@]12C (some centres undefined)	0	9	10	/	-19	-6	-12	-0.1	-6	-0.3	-2
CC1(C)CC(=O)C(N=Nc2cccc(F)c2C#N)=C(O)C1	-10	1	12	1	-1	-7	-2	-6.8	-1	-1.9	15
Cc1cccc2c1-c1sc(C(=O)Nc3nccs3)cc1CO2	-5	-9	-14	/	?	0	-9	-0.8	-2	0.1	1
CC1=NCCN1S(=O)(=O)c1ccccc1[N+](=O)[O-]	-14	6	13	-2	1	-4	0	1.7	-15	0.3	-6
CC(c1ccco1)N(C(=O)C12CC3CC(CC(C3)C1)C2)c1ccccn1 (centres undefined)	-11	4	21	-2	-8	-2	-11	1.8	-28	1.3	-1
Cc1cc(C)c(C(=O)CSc2nnc(-c3ccccc3Br)o2)cc1C	3	4	6	2	0	-2	18	-0.1	/	-1.6	-6
Additional entries follow:
SMILES	Cardiac RTF inh	Rtt109 Vps75	PfHsp90 yeast 2	NSD2 HMT inh	dFosB act	Keap1-Nrf2 PPI	PvdQ inh	CDK5 p35 inh	Mot1-301 SUMO	LANA DNA inh	RTF Ca sens act
COc1ccc(CCNC(=O)COc2ccc(S(=O)(=O)NC(C)C)cc2)cc1OC	-30	-3	-11	0	-4	-2	4	3.3	9	0.0	-2
CC(=O)c1cccc(NC(=S)NCc2ccco2)c1	8	-5	13	/	-2	-6	-14	-2.5	-9	-1.2	-7
CN(C)CCN1C(=O)C(=O)/C(=C(/O)c2ccc(F)cc2)C1c1ccccc1F (centres undefined)	-2	-3	7	0	-6	8	-3	0.6	385	-0.5	-2
COc1ccccc1-c1sc2cc3c(cc2c1-c1ccc(O)cc1)OCO3	-1	3	107*	/	-7	-4	-4	-0.4	45	0.8	-5
COC(=O)c1c(NC(=O)COC(=O)[C@@H](NS(=O)(=O)c2ccccc2)C(C)C)sc2c1CCC2	-7	2	5	-1	-18	-2	-11	2.6	1	1.9	5
COc1cc(NC(=O)CSc2nc3c(c(=O)n(C)c(=O)n3C)n2C)cc(OC)c1	-12	6	-14	/	-5	-3	-10	2.4	7	0.4	0
Cc1c(OCc2ccccc2)cccc1OCc1ccccc1	-10	-1	16	/	5	8	-11	0.4	3	-0.2	-3
CCNC(=O)C1CC(=O)N(Cc2ccc3c(c2)OCO3)C(=Nc2ccc(OCC)cc2)S1 (centres undefined)	-5	/	-8	-1	-2	-6	-13	-2.1	31	-0.7	2
Cc1cc(NCCCN2CCOCC2)n2c(nc3ccccc32)c1C#N	-4	-422	12	1	-11	-2	-10	/	-6	-2.2	0

A second format for some results above.
SMILES,Cardiac RTF inh,Rtt109 Vps75,PfHsp90 yeast 2,NSD2 HMT inh,dFosB act,Keap1-Nrf2 PPI,PvdQ inh,CDK5 p35 inh,Mot1-301 SUMO,LANA DNA inh,RTF Ca sens act
COc1ccc(CCNC(=O)COc2ccc(S(=O)(=O)NC(C)C)cc2)cc1OC,-30,-3,-11,0,-4,-2,4,3.3,9,0.0,-2
Cc1c(OCc2ccccc2)cccc1OCc1ccccc1,-10,-1,16,/,5,8,-11,0.4,3,-0.2,-3
